Anesthetic bind = qHTS Assay for Identification of Novel General Anesthetics; Potency, µM (doses to about 77.5 µM), without a hit: at the top dose activity change, negative = displacement, hits mostly inhibitors; Ferritin light chain (Equus caballus), P02791; apoferritin/1-aminoanthracene competitive binding, fluorescence; 350,000 tested, 0.074% active; note: potency is the fitted concentration of half-maximal effect; % is set by controls: 0 for no effect and ±100 for the full control effect; nearly all actives have a fitted effect of over 20% in size
Target sequence (P02791 2-175 limits assumed): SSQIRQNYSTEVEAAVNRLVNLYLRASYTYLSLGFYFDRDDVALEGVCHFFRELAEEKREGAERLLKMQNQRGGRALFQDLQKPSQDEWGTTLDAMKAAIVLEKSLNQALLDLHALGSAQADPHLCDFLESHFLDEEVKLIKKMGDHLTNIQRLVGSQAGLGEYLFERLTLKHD
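Horse-spleen apoferritin (10 uM) in 50% saturated 1-aminoanthracene in PBS was incubated 10 min at room temperature with compound. Fluorescence (ex 380, em 535 nm) was normalized to free and bound 1-AMA, with concentration-response fitted by a four-parameter Hill equation.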
POLI inh = qHTS for Inhibitors of Polymerase Iota | Potency, µM (series often up to 115 µM), for inactives: top-dose activity, negative = inhibition, hits mostly inhibitors | 390,000 tested, 1% active | Pol iota fluorescent replication assay, 10 min | DNA polymerase iota (Homo sapiens), Q9UNA4; note: potency is the fitted concentration of half-maximal effect
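Fluorescent replication assay read twice, at 0 min and 10 min after adding 50 nM (final) substrate. Enzyme (10 nM) and compounds were first incubated 15 min at room temperature; enzyme-free buffer wells were negative controls.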
RXFP1 antag = qHTS Assay for Antagonists of the Relaxin Receptor RXFP1; 350,000 tested, 0.59% active; HEK293-RXFP1, relaxin-stimulated cAMP HTRF, 30 min; stronger effect = lower value; activity change, negative = inhibition, % at 57.5 µM; AID 1259400, 2018;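 active = activity change of -60% or lower, but not beyond a set lower limit; inconclusive = change between -60% and -40%, or beyond the set limit; inactive = change above -40%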; note: % is set by controls: 0 for no effect and ±100 for the full control effect
Tb PGK inh = qHTS Assay to Find Inhibitors of Phosphoglycerate Kinase. Phosphoglycerate kinase, glycosomal (Trypanosoma brucei brucei), P07378. PGK/GAPDH coupled, Kinase-Glo luminescence, 60 min. Potency, µM (titrated, usually from 57.5 µM), for inactives: at the highest dose activity change, negative = inhibition, usual class: inhibitors. 380,000 tested, 0.043% active. AID 602233, 2012; note: potency is the fitted concentration of half-maximal effect; % is set by controls: 0 for no effect and ±100 for the full control effect; nearly all actives have a fitted effect of over 60% in size
Target sequence (P07378 whole entry, looked up): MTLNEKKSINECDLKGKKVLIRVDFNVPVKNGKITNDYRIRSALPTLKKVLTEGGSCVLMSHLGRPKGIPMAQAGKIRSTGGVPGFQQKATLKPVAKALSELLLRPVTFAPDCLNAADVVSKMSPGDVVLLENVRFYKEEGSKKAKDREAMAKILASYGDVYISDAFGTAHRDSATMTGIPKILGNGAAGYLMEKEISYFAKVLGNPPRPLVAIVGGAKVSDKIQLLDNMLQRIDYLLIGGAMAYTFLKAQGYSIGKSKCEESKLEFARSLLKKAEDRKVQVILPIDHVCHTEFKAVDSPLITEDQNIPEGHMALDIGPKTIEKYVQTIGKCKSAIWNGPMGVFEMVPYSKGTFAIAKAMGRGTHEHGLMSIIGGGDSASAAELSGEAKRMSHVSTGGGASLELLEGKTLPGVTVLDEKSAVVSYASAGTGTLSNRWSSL
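Recombinant glycosomal PGK reaction used 1,3-bisphosphoglycerate generated in-well by GAPDH (100nM final) in 100mM TEA pH 7.6, 5mM MgCl2, 0.01% Tween-20. After 60 minutes at room temperature, ATP was read by Kinase-Glo Plus luminescence end-point.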
BLM inh = qHTS Assay for Inhibitors of Bloom's syndrome helicase (BLM). RecQ-like DNA helicase BLM (Homo sapiens), P54132. recombinant BLM DNA unwinding, fluorescence dequenching. Potency, µM (highest dose often 56.1 µM), for the others: at the highest dose activity change, negative = inhibition, most hits filed as inhibitors. 350,000 tested, 0.2% active. AID 2528, 2010;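 note: potency is the fitted concentration of half-maximal effect; plate controls were vehicle for no effect and no enzyme for full effect; nearly all actives have a fitted effect of over 35% in size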
POLB inh = qHTS Assay for Inhibitors of DNA Polymerase Beta | 340,000 tested, 1.3% active | P06746 | Potency, µM (top dose mostly 114 µM), inactives show at the top dose activity change, negative = inhibition, usual class: inhibitors | Pol beta primer extension/strand displacement, fluorescence kinetic; note: potency is the fitted concentration of half-maximal effect; % is set by controls: 0 for no effect and ±100 for the full control effect
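Curves were derived by four-parameter Hill fits of normalized qHTS data. The kinetic fluorescent primer-extension read was taken at 0 and 10 min after 50 nM substrate, following a 15 min room-temperature preincubation of 10 nM enzyme with compounds.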
Pol kappa inh = qHTS for Inhibitors of Polymerase Kappa | 400,000 tested, 0.53% active | purified Pol kappa, fluorescent DNA synthesis assay, 10 min | DNA polymerase kappa (Homo sapiens), Q9UBT6 | Potency, µM (top dose mostly 107 µM), without a hit: at the top dose activity, negative = inhibition, most hits filed as inhibitors; note: potency is the fitted concentration of half-maximal effect; % is set by controls: 0 for no effect and ±100 for the full control effect
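Pol kappa 10 nM + cpd, 15 min RT; start w/ substrate 50 nM final; fluorescence kinetic read, 0 and 10 min. Neg ctrl: buffer, no enzyme.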
POLH inh = qHTS for Inhibitors of Polymerase Eta; DNA polymerase eta (Homo sapiens), Q9Y253; recombinant Pol eta, fluorescent DNA replication assay; Potency, µM (top dose mostly 114 µM), for the others: top-dose activity change, negative = inhibition, usual class: inhibitors; 390,000 tested, 1.2% active; note: potency is the fitted concentration of half-maximal effect; % is set by controls: 0 for no effect and ±100 for the full control effect
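Pol eta (10 nM) was preincubated with compounds for 15 min at room temperature, after which fluorescent replication substrate (50 nM final) was added to start the reaction. Fluorescence was read kinetically at 0 and 10 min.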
APEX1 inh = qHTS Assay for Inhibitors of the Human Apurinic/apyrimidinic Endonuclease 1 (APE1); recombinant APE1, TAMRA/BHQ-2 abasic DNA cleavage fluorescence; Potency, µM (top dose mostly 65.8 µM), for the others: at the top dose activity change, negative = inhibition, most hits filed as inhibitors; AID 2517, 2012; 350,000 tested, 0.35% active; DNA repair nuclease/redox regulator APEX1 (Homo sapiens), P27695;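 note: potency is the fitted concentration of half-maximal effect; plate controls were vehicle for no effect and reference inhibitor for full effect; nearly all actives have a fitted effect of over 55% in size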
Target sequence (P27695 whole entry, looked up): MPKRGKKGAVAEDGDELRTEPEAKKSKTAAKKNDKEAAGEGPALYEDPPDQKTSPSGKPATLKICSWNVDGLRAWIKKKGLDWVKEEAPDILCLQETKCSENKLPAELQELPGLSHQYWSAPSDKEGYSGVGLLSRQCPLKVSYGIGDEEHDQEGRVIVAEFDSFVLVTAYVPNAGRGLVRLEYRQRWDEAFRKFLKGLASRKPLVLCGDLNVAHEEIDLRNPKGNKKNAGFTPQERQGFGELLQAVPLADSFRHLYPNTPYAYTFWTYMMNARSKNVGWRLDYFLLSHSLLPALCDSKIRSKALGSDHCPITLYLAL
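Incision of a quenched TAMRA/BHQ-2 THF abasic-site duplex (50 nM) by 0.75 nM APE1, after 15 min compound preincubation, measured as fluorescence increase over three 60 s reads. Values normalized to buffer, DMSO and NSC13755 control wells.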
Numbers without * were called inactive; i = inactive; ? = inconclusive; nt = not tested or not shown; [ ] = another dose, or the depositor's remark. Unless noted, calls come from the whole dose curve; as a rule, active = well fitted curve in the direction sought with a large enough effect; inconclusive = small, poorly fitted or top-dose-only effect, or another doubt; inactive = no such curve, though single readings can be large; an effect the other way counts as inactive or inconclusive. A portion of the library. The share of hits here may be higher or lower than overall.

SMILES	Anesthetic bind	POLI inh	RXFP1 antag	Tb PGK inh	BLM inh	POLB inh	Pol kappa inh	POLH inh	APEX1 inh
Cc1ccc(-c2nc3c4ccccc4n(CC(=O)N4CCN(c5ccc(F)cc5)CC4)c(=O)n3n2)cc1	4%	6%	0	5%	-1%	-13%	-7%[60.1 µM]	-5%	nt
CCCn1nc(NC(=O)C2CCCO2)c2cc3cc(C)ccc3nc21 (stereo not given)	190%[activator]	5%	-4	0%	-2%	-1%	1%	-16%	-1%
O=C(CN1C(=O)C(=O)N(C2CCCC2)C1=O)Nc1ccc([N+](=O)[O-])cc1	nt	29%	-3	-5%	nt	nt	1%	-3%	11%
C/C(=C/c1oc2ccc(O)cc2c1[N+](=O)[O-])N(C)C	-17%	-5%	-17	-4%	-3%	3%	-11%	?	5%
C[C@H](CO)N1C[C@H](C)[C@@H](CN(C)C(=O)Nc2ccc(C(F)(F)F)cc2)Oc2ccc(NC(=O)Cc3ccccc3)cc2C1=O	nt	-14%	nt	1%	nt	nt	0%	-21%	-6%
Cc1ccc(NS(=O)(=O)c2cccc3cccnc23)c(Cl)c1	-9%	-2%	1	nt	-2%	-10%	-5%	-2%	16%
COc1ccc(N(CC(=O)N/N=C(\C)c2ccccc2)S(=O)(=O)c2ccccc2)cc1	-8%	-3%	9	4%	-2%	5%	5%	-5%	10%
Cc1ccc(NC(=O)c2oc3ccc(S(=O)(=O)N4CCCCC4)cc3c2C)cc1Cl	-4%	11%	-6	i	-2%	-1%	1%[60.1 µM]	-12%	nt
Cc1ccc(NC(=O)CSc2ccc(-c3ccco3)nn2)c(C)c1	-19%	33%[activator]	8	-2%	?	1%	-10%	-2%	0%
O=C(NCc1c(Cl)cccc1Cl)c1ccc2nnsc2c1	1%	-8%	-22	-7%	-6%	-6%	3%	-7%	-2%
Cc1cc2occ(CC(=O)OCC(=O)Nc3sc4c(c3C#N)CCC(C)C4)c2cc1C (stereo not given)	-10%	0%	-12	-8%	0%	25%	-11%	-25%	10%
CC(=O)c1cccc(NC(=O)NN2CCN(C)CC2)c1	-5%	19%	-7	7%	-1%	24%	0%	8%	9%
Cc1ccccc1CNC(=O)Cn1c(=O)c2cccn2c2cccnc21	2%	?	-1	-3%	-9%	?	-20%	-15%	nt
Cc1c(Cl)cccc1NC(=S)NCC(c1cccnc1)N(C)C (stereo not given)	0%	3%	-1	-4%	-2%	-11%	2%	0%	20%
Fc1ccc(CSc2ncnc3nc[nH]c23)cc1	-4%	12%	nt	6%	0%	-1%	-1%	-8%	0%
O=C1CN(C(=O)c2ccc(S(=O)(=O)N3CCCC3)cc2)C(c2ccccc2)c2cc(Cl)ccc2N1 (stereo not given)	-9%	7%	-13	-8%	-7%	0%	7%	-16%	nt
CCOc1ccc(OCc2ccc(C(=O)N3CCc4ccccc4C3)o2)cc1	-1%	?	-24	i	-13%	?	-3%[60.1 µM]	-18%	?
O=C1c2ccccc2C2=Nc3ccccc3SC(c3ccc(Cl)cc3)C12 (stereo not given)	0%	-11%	-3	-5%	-15%	-8%	-11%	-14%	-3%
CC(=O)c1cccc(NC(=O)/C=C/c2ccc(S(=O)(=O)N3CCOCC3)cc2)c1	nt	21%	-15	1%	nt	nt	3%	-8%	-19%
CC(=O)OC1CC(OC(C)=O)[C@]2(C)C(CC(=O)[C@]3(C)C2CC[C@@]2(C)C(C(=O)O)OC(=O)C4OC423)C1(C)C (stereo not given in full)	1%	nt	nt	nt	-11%	nt	3%[60.1 µM]	nt	0%
CNc1nc(SCC(=O)Nc2ccc(Cl)c(Cl)c2)nc(N2CCOCC2)n1	-6%	1%	-2	0%	-8%	31%	-5%	-4%	16%
O=C(CS(=O)(=O)c1cccc2nsnc12)Nc1cc(F)ccc1F	1%	0%	nt	i	1%	4%	-2%[60.1 µM]	-9%	nt
CN(C(=O)COC(=O)c1cc2ccccc2cc1O)c1ccccc1	nt	5%	4	-1%	nt	nt	-5%	-4%	8%
Cc1cccc(Nc2nnc(-c3ccc(C)c(S(=O)(=O)N4CCCCC4)c3)c3ccccc23)c1	102%[activator]	?	-4	0%	-5%	1%	-41%	3%	nt
COc1cc(-c2cc(C(=O)N3CCCCCC3)c3ccccc3n2)cc(OC)c1OC	nt	41%[activator]	-9	6%	nt	nt	-5%	-25%	-13%

Overlap with the part before: three compounds; new compounds follow.
SMILES	Anesthetic bind	POLI inh	RXFP1 antag	Tb PGK inh	BLM inh	POLB inh	Pol kappa inh	POLH inh	APEX1 inh
CN(C(=O)COC(=O)c1cc2ccccc2cc1O)c1ccccc1	nt	5%	4	-1%	nt	nt	-5%	-4%	8%
Cc1cccc(Nc2nnc(-c3ccc(C)c(S(=O)(=O)N4CCCCC4)c3)c3ccccc23)c1	102%[activator]	?	-4	0%	-5%	1%	-41%	3%	nt
COc1cc(-c2cc(C(=O)N3CCCCCC3)c3ccccc3n2)cc(OC)c1OC	nt	41%[activator]	-9	6%	nt	nt	-5%	-25%	-13%
CCOC(=O)C1=C(N)Oc2cc(C)oc(=O)c2C1c1cccnc1 (stereo not given)	-6%	-3%	10	-10%	-6%	20%	0%	-15%	0%
CC(C)(C)NS(=O)(=O)c1cnc(Cl)c(Cl)c1	-14%	-1%	-19	-2%	0%	-3%	4%	-12%	-2%
COc1cc(S(=O)(=O)N(Cc2ccc(C)cc2)C2CCCCC2)ccc1-n1cnnn1	?	22%	6	4%	-10%	-11%	-11%	-23%	-7%
CCCCN(C)S(=O)(=O)c1ccc(C(=O)Nc2nnc(-c3ccco3)o2)cc1	-20%	6%	-6	-6%	-2%	-13%	-9%	-3%	-10%
COc1ccc(/C=C/C(=O)Nc2ccc3nc(N4CCC(C)CC4)cc(C)c3c2)cc1OC	10%	-24%	-5	i	-5%	-24%	-27%	-24%	nt
CCOCCCNC(=O)c1ccccc1SC	3%	-8%	2	-6%	-3%	0%	-6%	-19%	-5%
CC(C)c1cc(NCCCN2CCOCC2)n2c(nc3ccccc32)c1C#N	42%[activator]	36%[activator]	-5	-6%	-11%	?	-16%	2%	0%
CCOc1ccc(CCNC(=O)CN2CCN(Cc3ccccc3C)C2=O)cc1OCC	-11%	16%	-12	-5%	-2%	13%	-3%	-6%	-3%
CC(C)(C)CC(=O)NCCCCCCNC(=O)CC(C)(C)C	-9%	13%	13	5%	-2%	31%	-1%	-23%	3%
COc1ccc(-c2ccc(C(C)=O)cc2)cc1C1C2C=CCCC2(C)C(=O)N1Cc1ccccc1 (stereo not given)	-15%	-2%	nt	nt	-5%	nt	-24%	nt	1%
Cc1ccc(S(=O)(=O)CCC(=O)OCc2nc(N)nc(Nc3ccccc3C)n2)cc1	nt	29%	-9	0%	nt	nt	-11%	-22%	12%
Cc1cc(C(=O)COC(=O)c2ccc(N)cc2)c(C)n1-c1c(C)n(C)n(-c2ccccc2)c1=O	-10%	?	-17	2%	-19%	0%	-9%	?	12%
Cc1noc(C)c1NC(=O)N(C)C[C@H]1Oc2c(NC(=O)C3CCCCC3)cccc2C(=O)N([C@H](C)CO)C[C@@H]1C	nt	-4%	nt	7%	nt	nt	-7%	-8%	4%
Cc1ccc(OCCNC(=O)c2ccccc2N)cc1	-13%	?	-10	-7%	2%	-1%	17%	-15%	14%
COc1ccc(C(=O)CCC(=O)NCc2cc(OC)cc(OC)c2)cc1	-3%	106%[activator]	-22	1%	-1%	81%	-9%	1%	5%
COc1ccc2[nH]c(=O)c(CN(CCO)C(=O)c3ccccc3F)cc2c1	3%	-2%	-14	0%	-6%	0%	-2%	0%	-2%
N#Cc1cccc(NCC(=O)Nc2ccc3c(c2)OCCO3)c1	-10%	111%[activator]	-10	-4%	0%	2%	-11%	-4%	-9%
Cc1ccc2c(CN3CCN(Cc4ccccc4)CC3)cc(=O)oc2c1C	-15%	12%	-32	i	-9%	2%	3%	-12%	7%
CCCCC(NC(C)=O)c1nc2ccccc2[nH]1 (stereo not given)	6%	9%	17	i	-18%	1%	-10%	2%	3%

Six entries out of the list above, arranged by their value in BLM inh, smallest number first.
| smiles | POLI inh | RXFP1 antag | Tb PGK inh | BLM inh | Pol kappa inh | POLH inh |
| --- | --- | --- | --- | --- | --- | --- |
| CCCCC(NC(C)=O)c1nc2ccccc2[nH]1 (stereo not given) | 9% | 17 | i | -18% | -10% | 2% |
| Cc1ccc2c(CN3CCN(Cc4ccccc4)CC3)cc(=O)oc2c1C | 12% | -32 | i | -9% | 3% | -12% |
| CCOC(=O)C1=C(N)Oc2cc(C)oc(=O)c2C1c1cccnc1 (stereo not given) | -3% | 10 | -10% | -6% | 0% | -15% |
| COc1ccc(-c2ccc(C(C)=O)cc2)cc1C1C2C=CCCC2(C)C(=O)N1Cc1ccccc1 (stereo not given) | -2% | nt | nt | -5% | -24% | nt |
| CCOCCCNC(=O)c1ccccc1SC | -8% | 2 | -6% | -3% | -6% | -19% |
| N#Cc1cccc(NCC(=O)Nc2ccc3c(c2)OCCO3)c1 | 111%[activator] | -10 | -4% | 0% | -11% | -4% |

Screening data as filed in PubChem.
